From PubChem BioAssay
ATXN2 expr inh – inhibitors of ATXN2 expression; 0.72% of 360,000 active; Potency, µM (doses to about 57 µM), inactives show at the top dose activity change, negative = inhibition, actives largely listed as inhibitors; AID 1745845; HEK-293 ATXN2-luciferase reporter, luminescence, 24 h; also: potency is read from the fitted curve at half-maximal effect; % is scaled to controls: 0 for no effect and ±100 for the full control effect; nearly all actives have a fitted effect of over 55% in size
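qHTS (up to 57 uM final) was run with 24 h compound exposure of reporter cells at 37 °C. Each well was multiplexed: SteadyGlo luminescence measured ATXN2-luciferase expression after a fluorogenic Gly-Phe-AFC viability readout (25 uM final).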
Nrf2 inh – blocks Nrf2 signaling | Potency, µM (highest dose often 46 µM), for inactives: top-dose activity change, negative = inhibition, hits mostly inhibitors | 2.1% of 360,000 active | A549 ARE-Fluc reporter, luciferase luminescence, 18-24 h; also: potency is read from the fitted curve at half-maximal effect; % is scaled to controls: 0 for no effect and ±100 for the full control effect; nearly all actives have a fitted effect of over 60% in size
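Concentration-response testing used A549 ARE_Fluc cells at 5000 cells/well. Following an 18-24 h compound incubation, viability was read by fluorescence (Ex 405/Em 525) and luciferase output by luminescence.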
S2 tox – reduces viability in counter-screen for ATXN expression inhibitors; S2 cells (HEK-293 line with an ATXN2-luciferase reporter) viability, CellTiter-Fluor protease fluorescence, 24 h; Potency, µM (series often up to 56.7 µM), most hits filed as cytotoxic; 0.49% of 400,000 active; also: potency is read from the fitted curve at half-maximal effect; nearly all actives have a fitted effect of over 40% in size
Nrf2 ARE act – Nrf2 pathway activation; AREc32 ARE-luciferase reporter (MCF7-derived line), luminescence, 24 h; Potency, µM (series often up to 46.1 µM), for the others: top-dose activation, most hits filed as activators; 0.31% of 410,000 active; AID 624171; also: potency is read from the fitted curve at half-maximal effect; % of control where 0% means no effect; nearly all actives have a fitted effect of over 65% in size
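Reporter line AREc32 (ARE-Fluc), seeded overnight in OPTI-MEM with 5% FBS; compound pin-transferred, 24 hr at 37 deg C, 5% CO2; luminescent read-out.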
IL-1B inflam inh – inhibitors of inflammasome signaling (IL-1 beta secretion) | THP-1 LPS/ATP IL-1B secretion, AlphaLISA, 16 h; active compounds read low | AID 743279 | 4.7% of 360,000 active | activity change, % at 57.5 µM; in the data active = activity change below about -50%; inconclusive = mostly about -30% to -49%; also: % is scaled to controls: 0 for no effect and ±100 for the full control effect
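Secreted IL-1B measured by AlphaLISA bead assay after 16 h compound exposure of THP-1 cells; compounds (final up to 57.5 uM) added 1 h before LPS (250 ng/mL) and ATP (1.25 mM) stimulation; lower signal means less secretion.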
HepG2 tox – counter-screen for TGF-b inhibitors: cytotoxicity in HepG2 cells | HepG2 CAGA-GFP viability, ATP luminescence, 18 h | Potency, µM (doses to about 46.1 µM), for the others: at the top dose activity change, negative = cytotoxicity, hits mostly cytotoxic | 0.76% of 410,000 active | AID 588856; also: potency is read from the fitted curve at half-maximal effect; some results filed as inactive show a strong effect at the top dose
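CellTiter-Glo luminescence gave cytotoxicity after 18 hours at 37 degrees C. The cells were HepG2 CAGA-GFP in 1% FBS DMEM, stimulated with 500 pg/mL TGF-beta after compound addition. %Activity was normalised to no-cell wells (complete cell-killing) and DMSO (no toxicity), and curves were fitted and classified.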
MCF10A rereplic – DNA re-replication induction in MCF 10a cells; MCF 10A DNA re-replication, Hoechst nuclear intensity, 48 h; Potency, µM (doses to about 46.1 µM), inactives show at the highest dose activity, positive = re-replication, usual class: activators; 2.9% of 350,000 active; also: potency is read from the fitted curve at half-maximal effect; % of control where 0% means no effect; nearly all actives have a fitted effect of over 50% in size
TGFb SMAD3 inh – inhibitors of TGF-b signaling; Potency, µM (top dose mostly 46.1 µM), for inactives: top-dose activity, negative = inhibition, actives largely listed as inhibitors; HepG2 CAGA-GFP TGF-b/SMAD3 reporter, GFP fluorescence, 18 h; TGF-beta stimulated, 500 pg/mL final; 1.2% of 410,000 active; also: potency is read from the fitted curve at half-maximal effect; % is scaled to controls: 0 for no effect and ±100 for the full control effect; nearly all actives have a fitted effect of over 65% in size
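First, reporter cells (HEPG2 CAGA-GFP) rested 2 h at 37 degrees C. Next, compounds were pinned in and TGF-beta added to 500 pg/mL final. After 18 h, GFP was imaged per cell and summed per well.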
A549 viability – A549 cytotoxicity, counter-screen for Nrf2 inhibitors | A549 ARE-Fluc cells, CellTiter-Fluor viability, 18-24 h | Potency, µM (top dose mostly 46 µM), for the others: at the highest dose activity change, negative = cytotoxicity, actives largely listed as inhibitors | 0.16% of 390,000 active; also: potency is read from the fitted curve at half-maximal effect; % is scaled to controls: 0 for no effect and ±100 for the full control effect
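A549 ARE_Fluc cells in 5% FBS OPTI-MEM were exposed to compounds in concentration-response for 18-24 h at 37 deg C. Viability was read by CellTiter-Fluor fluorescence (Ex 405/Em 525) after 30 min, before the luciferase read.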
* marks the source's active call; other numbers are inactive results; i = inactive; ? = inconclusive; · = no result given; [ ] = remark or other dose. Unless noted, calls follow the shape of the dose curve; as a rule, active = well fitted curve in the direction sought with a large enough effect; inconclusive = small, poorly fitted or top-dose-only effect, or another doubt; inactive = no such curve, though single readings can be large; an effect the other way counts as inactive or inconclusive.

SMILES	ATXN2 expr inh	Nrf2 inh	S2 tox	Nrf2 ARE act	IL-1B inflam inh	HepG2 tox	MCF10A rereplic	TGFb SMAD3 inh	A549 viability
COc1ccccc1NC(=O)N1CCCC1C(=O)NCc1cccs1 (stereo not given)	-6.4%	-0.9%	i	-0.4%	-9.1	-5.2%	-1.7%	-0.8%	0.1%
COc1ccc(OC)c(NC(=O)c2cc(-c3cc(C)c(C)cc3O)n[nH]2)c1	-16.3%	13.5%	i	11.8%	-16.9	-52.7%	?	?	-0.3%
CCCNC(=O)C1(C)CCCN(Cc2cccs2)C1 (stereo not given)	-0.5%	·	i	0.3%	2.5	5.1%	·	17.7%	·
CSCCC(NC(=O)c1ccccc1)C(=O)OCC(=O)c1ccc[nH]1 (stereo not given)	-22.4%	-1.4%	i	-0.6%	17.5	-23.6%	6.3%	7.6%	3.8%
C=CCNC(=O)C(=O)N/N=C/c1ccco1	16.5%	4.6%	i	0.2%	13.5	1.5%	-2.7%	1.6%	1.7%
CC(=O)c1c(C)oc2ccc(N(C(=O)c3ccncc3)S(=O)(=O)c3ccccc3)cc12	-13.6%	0.2%	i	0.6%	2.2	-23.1%	3.3%	3.4%	-4.3%
Cc1nn(C(C)C(=O)NC2CCC(C)CC2)c(=O)c2nn(-c3ccccc3)c(C)c12 (stereo not given)	-5.3%	4.7%	i	-0.2%	-14.9	0.1%	-36.3%	-11.3%	0.5%
COC(=O)c1ccc(-c2ccco2)n1Cc1nc(-c2ccc(OC)c(OC)c2)oc1C	-14.7%	?	i	11.0%	?	-17.1%	18.4µM*	?	-19.1%
O=[N+]([O-])c1cccnc1Sc1ccc(Br)cc1	1.9%	-18.7%	i	0.1%	?	18.6%	?	5.0%	-4.9%
CCn1cc(C(=O)NCCCOC(C)C)c(=O)c2cc(S(=O)(=O)N3CCCC3)ccc21	-2.5%	-18.7%	i	0.0%	-18.3	-64.7%	-2.1%	-2.8%	0.3%
O=C(Nc1cccc(C(F)(F)F)c1)OCCN1CCN(Cc2ccccc2)CCC1=O	?	?	i	5.5%	-16.8	-14.4%	?	?	-4.2%
O=C1c2ccc3c4c(ccc(c24)C(=O)N1c1ccc(O)cc1)C(=O)N(c1ccc(O)cc1)C3=O	-29.5%	-11.0%	i	-0.4%	127.6	-3.0%	?	0.0%	-7.8%
O=C(CN1CCN(C(=O)c2ccco2)CC1)Nc1cccc([N+](=O)[O-])c1	11.4%	?	i	4.7%	-1.3	3.5%	0.9%	15.4%	-7.2%
COc1ccc(CC(=O)Nc2sccc2C#N)cc1S(=O)(=O)N1CCOCC1	-2.7%	-4.1%	?	-0.7%	20.9	-12.0%	3.2%	1.6%	-1.4%
CCOC(=O)c1ccc(NC(=O)C(CC)Sc2nc3ncccc3o2)cc1 (stereo not given)	·	?	·	1.9%	·	-18.8%	·	·	1.4%
CCS(=O)(=O)N1CCC(C(=O)NCc2ccc(OC)cc2)CC1	37.9%	1.2%	i	0.0%	-0.6	-2.0%	2.9%	-7.7%	2.6%
Cc1cccc(NC(=O)CNCC(=O)Nc2cccc(C)c2C)c1C	-2.0%	3.2%	i	0.0%	18.5	-14.1%	-3.6%	-8.1%	8.8%
CCOCCCNC(=O)C(NC(=O)Cc1cccs1)c1ccc(OC)cc1 (stereo not given)	-3.4%	-18.1%	i	-0.2%	-6.5	9.6%	4.1%	13.5%	-1.1%
O=C(NNC(=O)c1cccc(S(=O)(=O)Nc2ccc(Cl)cc2)c1)c1ccc(=O)[nH]c1	-6.5%	1.1%	i	-0.2%	0.0	3.0%	-0.2%	0.9%	7.7%
Cc1ccc([C@H]2C[C@H](O)[C@@H](n3cc(COC(=O)c4ccccc4)nn3)CN2C(=O)c2cccs2)cc1	6.4%	·	i	2.9%	18.8	-39.2%	·	-0.6%	·
CN(C)c1nc2c(N)ncnc2n1[C@H]1O[C@@H](CO)[C@H](O)[C@@H]1O	0.5%	-10.4%	i	-0.2%	34.0	6.9%	3.7%	-6.2%	-9.2%
CCCCn1c(N)c(N(CCC(C)C)C(=O)c2ccc(C)c(S(=O)(=O)N3CCOCC3)c2)c(=O)[nH]c1=O	6.6%	17.5%	?	0.3%	-3.3	-6.5%	-3.7%	0.0%	-8.6%
CCCCCC(=O)NC(Cc1ccc(OC)c([N+](=O)[O-])c1)C(=O)O (stereo not given)	·	-5.0%	i	0.1%	3.2	-0.1%	-0.4%	6.0%	4.0%
COC(=O)C1CC(c2ccc(Cl)cc2)=NO1 (stereo not given)	8.0%	-5.5%	i	-0.9%	5.5	-4.4%	-0.4%	5.3%	-5.5%
O=C(CN1CCN(S(=O)(=O)c2ccc3c(c2)OCCCO3)CC1)N1CCc2ccccc21	·	·	i	-0.1%	8.8	0.0%	·	-5.7%	·
CCCCN(C)C(=O)c1ccc2c(c1)N(CC)C(=O)c1ccccc1S2=O (stereo not given)	0.7%	-7.0%	i	-0.1%	9.9	0.7%	-0.2%	51.8%[activator]	3.1%
CC(=O)Nc1ccc(S(=O)(=O)N(C)c2ccc(OCC(=O)OCC(=O)Nc3ccc(OC(F)F)cc3)cc2)cc1	-7.6%	5.8%	i	0.3%	?	-14.1%	?	-36.7%	-3.1%
Cn1nnnc1SCc1nc2ccccc2[nH]1	32.0%	·	i	2.9%	-3.9	6.1%	2.5%	4.4%	1.2%
C/C(=N\NC(=O)CNC(=O)C(c1ccccc1)c1ccccc1)c1ccccc1	6.1%	1.3%	i	0.2%	-2.1	-19.1%	-4.9%	-20.6%	2.6%
CN(C)S(=O)(=O)c1ccc(C(=O)OC2CCOC2=O)cc1 (stereo not given)	-0.1%	-20.9%	i	-0.7%	-3.3	13.4%	1.1%	-0.9%	1.5%
Cc1ccc(S(=O)(=O)CCC(=O)OCC(=O)NCCc2ccc(S(N)(=O)=O)cc2)cc1	·	9.1%	?	0.1%	11.5	-25.5%	-8.2%	-0.8%	-3.0%
Cc1onc(-c2c(F)cccc2Cl)c1C(=O)NCc1ccc2c(c1)OCO2	-8.1%	-6.0%	i	-0.5%	6.0	3.0%	-4.4%	0.3%	5.4%
CCC1(c2ccccc2)NC(=O)N(Cc2ccc(C(=O)OC)cc2)C1=O (stereo not given)	-6.2%	9.4%	i	0.0%	14.2	1.2%	28.8%	-12.6%	-0.5%
COc1cccc(CNC(=O)C2CCN(c3nnc(-n4c(C)ccc4C)s3)CC2)c1	·	-9.3%	·	25.5%	·	-34.2%	·	·	3.9%
Cc1ccc(CCNC(=O)c2cc(C)nc3c2c(C)nn3-c2ccc(C)cc2)cc1	12.4%	-6.0%	i	-0.9%	·	0.6%	·	3.7%	3.7%
CCOc1ccc(NC(=O)C2C3CC/C=C\CCC32)cc1 (stereo not given)	35.6%	?	?	-0.3%	-11.1	1.6%	0.0%	6.9%	-2.1%
COc1ccc(-c2csc3ncnc(N4CCN(S(=O)(=O)c5cccc(Br)c5)CC4)c23)cc1	-12.0%	?	i	0.3%	3.3	-2.1%	4.4%	17.5%	-0.6%
Cc1cc(C)cc(Oc2ccccc2/C=N\O)c1	-21.7%	·	i	-0.8%	4.3	-49.2%	2.9%	?	5.5%
COc1ccccc1N1CCN(C(=O)COc2ccc(C)cc2Br)CC1	-7.6%	-12.6%	i	-0.5%	-15.6	-16.6%	-8.5%	-6.8%	-7.2%
CN(C)c1ccnc(Oc2ccc(Cl)cc2)c1C#N	42.3%[activator]	24.7%	i	3.3%	0.7	-17.9%	-9.0%	-15.9%	6.0%
COC(=O)c1cccc(NC(=O)c2nsc3ccccc23)c1	·	145.6%	·	2.9%	·	-47.0%	·	·	9.4%
FC(F)(F)c1ccc(-c2cccc3c2C2CC3CCN2C(=S)NCCc2ccccc2)cc1 (stereo not given)	?	·	?	0.0%	-8.2	-50.0%	·	-12.2%	·
C=CCN1C(=O)C2(c3ccccc31)C1CCCC=C1C(C#N)=C(N)C2(C#N)C#N (stereo not given)	-17.9%	1.9%	i	6.1%	18.8	6.6%	0.1%	0.0%	-15.2%
COc1ccc(Nc2nnc(-c3cc4cc(Cl)ccc4oc3=O)s2)cc1	-0.1%	13.3%	?	0.6%	·	4.0%	·	1.8%	-1.8%
COc1ccc(Cl)cc1NC(=O)Cn1nnc(C(=O)NCc2cccs2)c1N	-21.0%	-18.3%	?	0.5%	·	-22.7%	·	-20.8%	-5.9%
C[C@@H]1CN([C@@H](C)CO)C(=O)CCCn2nncc2CO[C@H]1CN(C)S(=O)(=O)c1ccc2c(c1)OCCCO2	5.9%	·	i	2.6%	-5.6	5.4%	·	2.6%	·
O=C(CSc1nc(-c2ccccc2)cs1)NCc1ccco1	31.8%	·	i	12.9%	-8.5	12.5%	13.4%	9.4%	1.7%
CN(CC(=O)Nc1ccc(F)cc1)C(=O)c1cn(-c2ccccc2)nc1-c1cccs1	-7.7%	-4.9%	i	-0.1%	-59.8*	-27.5%	-0.9%	-27.5%	-13.0%
O=C(NC(CCl)c1ccccc1)c1ccc(Cl)cc1 (stereo not given)	-16.7%	0.1%	i	0.2%	13.2	0.0%	-18.9%	0.0%	0.2%
O=C(Nc1cccc2c1CCCC2)c1ccncc1	2.7%	?	i	-0.4%	2.9	-13.7%	-12.8%	-0.5%	?
O=C1CC2(CCN(C(=O)c3ccccc3Cl)CC2)Oc2ccccc21	-18.4%	1.9%	i	-0.3%	-18.4	-2.5%	-16.8%	-27.5%	1.8%
CC1=C(C(=O)Nc2cccc(C(=O)NC3CCCCC3C)c2)SCCO1 (stereo not given)	-16.9%	?	i	0.0%	-0.5	-12.8%	0.1%	-5.3%	-8.5%
C[C@H]1NC(=O)[C@]2(C)[C@@H](c3ccccc3)[C@H]3COc4ccccc4[C@H]3N2C1=O	-4.5%	0.0%	i	-0.2%	12.2	-18.2%	-17.0%	3.2%	15.3%
